M17LAP inhibition = P. falciparum M17LAP inhibitors, primary screen, biochemical, fluorogenic H-Leu-NHMec substrate, 1536-well (AID 1619) | Leucine aminopeptidase (Plasmodium falciparum (isolate 3D7)) | recombinant M17LAP, H-Leu-NHMec fluorogenic kinetic assay; higher % means a stronger effect | inhibition, % at 30 µM; hits with a dose series show IC50 in µM | 0.38% of 220,000 active;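 active means compound inhibiting the enzyme by more than half at any dose during confirmatory dose-response retesting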;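 further: plate controls were full reaction with DMSO carrier for no effect and no enzyme background for full effect; strong numbers were not always called active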
Autophagy HCS = autophagy modulators in MEF cells, primary screen, imaging, high-content, MEF GFP-LC3; MEF GFP-LC3 puncta imaging; test concentration mostly 10 µM; calls only at 10 µM (by protocol); 0.98% of 190,000 active;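 active means percentage of spot-positive cells more than 3 SD above its plate mean, without a fluorescence outlier flag or 80% toxicity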;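 further: spot-positive cell cutoff set from DMSO-treated cells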
Insulin prom up = insulin promoter activators in MIN6 cells, imaging, high-content screening, mouse beta cells. MIN6 insulin promoter-GFP reporter; active compounds read high. z-score at 5 µM. 0.3% of 190,000 active. AID 1625, 2009;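 active means z-score above 3 at 5 µM with at least 500 cells counted in the well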
Yfh1-off respiration = enhancers of respiration in Yfh1-depleted yeast, dose response, Friedreich's ataxia, plus single-dose screen (AID 1465) | fold induction at 50 µM; hits with a dose series show EC50 in µM | 0.074% of 220,000 active | S. cerevisiae Yfh1-off respiration, WST-1 reduction, 72 h; higher fold induction means a stronger effect;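 active means fold induction of absorbance versus untreated yeast above a set limit, then at least 30% activation at any dose in follow-up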;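 further: activators that raise dye reduction in frataxin-depleted yeast; strong numbers were not always called active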
MT stabilize HCS = microtubule stabilizers in HeLa cells, primary screen, imaging, high-content imaging | 0.83% of 200,000 active | % tubulin-high responders, % at 10 µM | HeLa tubulin immunostaining HCS, 24 h; share of cells brighter than vehicle mean+2SD | AID 2205, 2009;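 active means plate Z-score above 3 for both tubulin-high and condensed-nucleus cell shares, with cell loss under 80%, at 10 µM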;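 further: anti alpha tubulin signal scored within the nucleus-defined area of each cell; some results filed as inactive read as strong as hits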
CSM14.1 death rescue = rescue of cells from ER stress-induced death, primary screen, 384-well, CSM14.1, thapsigargin, ATP luminescence (AID 1222). CSM14.1 thapsigargin-induced death rescue, ATP luminescence; higher % means a stronger effect. cellular ATP content (survival), % at 20 µM; hits with a dose series show EC50 in µM. 190,000 tested, under 10 active;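 active means EC50 below 50 µM in the dose-response confirmation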;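 further: death triggered by thapsigargin at about 15 µM added after 2 h compound pretreatment; cell ATP read after overnight thapsigargin exposure of roughly 18 to 22 hours; normalized against plate controls of thapsigargin alone and 5% DMSO vehicle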
Dynein cargo inh = inhibitors of GR-EGFP nuclear translocation, primary screen, dynein cargo transport inhibitor project, imaging, high-content, 3617.4 mouse cells; test concentration mostly 20 µM; stimulated with dexamethasone, 1 µM; active compounds read low; z-score, hits read low; 0.47% of 220,000 active;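 active means plate z-score of nuclear minus cytoplasmic receptor signal below a set negative limit, without overly bright fluorescence or cell loss, cut at about -3.5 in these data, passing the limit was not always enough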;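 further: z-score of nuclear minus cytoplasmic ring GR-EGFP intensity difference per well; some compounds called inactive have numbers as strong as hits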
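Also added – dexamethasone, 1.0 µM final · Buffer or medium – tet-free, stripped-serum medium · Schedule – induction 48 h, compound 1 h, agonist 30 min · Detection – formaldehyde fixation, Hoechst nuclear stain, 10x automated fluorescence imaging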
Hep lipid drop = inhibitors of hepatocyte lipid droplet formation, primary screen, imaging, high-throughput imaging, BODIPY stain | AML12 mouse hepatocytes, oleate lipid droplets | inhibition, % at 6.5 µM | 0.4% of 240,000 active | AID 1656, 2009;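 active means lipid droplet intensity inhibited by at least 50%, with more than 500 cells counted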
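System: AML12 hepatocytes (mouse). Probe or stimulus: oleic acid at 100 µM to induce lipid droplet formation. Times: overnight treatment with compound plus oleate. Detection: Image-based BODIPY and DAPI two-channel analysis. Evaluation: percent inhibition of filter-corrected integrated lipid droplet intensity per well.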
P. falciparum M1AAP = P. falciparum M1AAP inhibitors, biochemical, fluorogenic H-Leu-NHMec substrate, 1536-well (AID 1445) | Aminopeptidase N (Plasmodium falciparum (isolate 3D7)) | recombinant M1AAP, H-Leu-NHMec fluorogenic kinetic assay; higher % means a stronger effect | inhibition, % at 30 µM, or IC50 in µM where a hit was titrated | 0.42% of 220,000 active;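 active means primary inhibition above the hit cutoff, then over 50% inhibition at one or more dose response concentrations, cut at about 23% in these data, passing the limit was not always enough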;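 further: plate controls were DMSO full reaction for no effect and no enzyme background for full effect; strong numbers were not always called active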
Dynein cargo inh cytoplasmic EGFP = recorded beside Dynein cargo inh, whose call it bears; z-score; measured here: cytoplasmic GR-EGFP intensity; active compounds read high
Dynein cargo inh nuclear GR-EGFP = recorded beside Dynein cargo inh, whose call it bears; z-score; measured here: nuclear GR-EGFP intensity;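 lower value marks the stronger effect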
Dynein cargo inh cell count = recorded beside Dynein cargo inh, whose call it bears; z-score; measured here: cell count per field
Insulin prom up cell count = recorded beside Insulin prom up, whose call it bears; cell count; measured here: cytotoxicity, nuclei count;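 total cells summed across four imaged fields per well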
Hep lipid drop cells 6.5 µM = also measured in Hep lipid drop; calls as there; cell count; measured here: cell count, cytotoxicity flag;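 cells counted across two imaged fields per well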
MT stabilize HCS Hoechst-high % = second read-out of MT stabilize HCS, no call of its own (marks repeat the call); % Hoechst-high responders; measured here: nuclear condensation Hoechst responders;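 share of cells brighter than vehicle mean plus two SD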
MT stabilize HCS cytotoxicity % = also measured in MT stabilize HCS; calls as there; toxicity, %; measured here: cytotoxicity by cell density;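 0% = mean cell density of plate MIN control wells and 100% = no cells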
Autophagy HCS cell loss 18 h = second read-out of Autophagy HCS, no call of its own (marks repeat the call); toxicity, %; measured here: cell loss, nuclei count;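 cell loss after 18 h compound exposure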
* hit, by the source's call; i = inactive; . = not tested or not shown.

Compound,M17LAP inhibition,Autophagy HCS,Autophagy HCS cell loss 18 h,Insulin prom up,Insulin prom up cell count,Yfh1-off respiration,MT stabilize HCS,MT stabilize HCS Hoechst-high %,MT stabilize HCS cytotoxicity %,CSM14.1 death rescue,Dynein cargo inh,Dynein cargo inh cytoplasmic EGFP,Dynein cargo inh nuclear GR-EGFP,Dynein cargo inh cell count,Hep lipid drop,Hep lipid drop cells 6.5 µM,P. falciparum M1AAP
CCN1CCN(S(=O)(=O)c2ccc(Cl)c(C(=O)NC(C)(C)C)c2)CC1,7%,i,13,0.05,1612,i,4.0,3.1,12,-1.1%,-0.95,-0.14,-0.85,1,3,637,1%
Cc1cccc(C(=O)NCCN(C)C)c1,12%,i,1,.,.,i,1.2,1.3,2.5,0.9%,-1.5,-0.051,-0.57,1.2,8,805,6%
NNC(=O)c1cccc(COc2cccc(Br)c2)c1,0%,i,-7,.,.,i,5.0,1.8,7.0,-0.1%,0.6,-0.25,-0.53,0.38,.,.,5%
O=c1c(Cc2c(F)cccc2Cl)c(O)ccn1C1CCCCCC1,-2%,i,12,1.1,1831,i,7.7,2.3,10,0.9%,1.1,-0.32,1.2,-1.1,-3,663,6%
Cn1ccnc1Sc1cc(Cl)ccc1[N+](=O)[O-],0%,i,4,-0.32,1568,i,6.4,2.3,8.0,0.8%,-0.0084,-0.32,0.51,0.31,-2,704,-3%
Fc1ccc2c(c1)/C(=N/Nc1ccccn1)CCS2,3%,i,21,-0.61,1386,i,3.3,1.5,10,-1.7%,0.45,0.54,0.28,-0.41,10,708,6%
CC(=O)Nc1ccc(S(=O)(=O)Oc2ccc3c(c2)C(C)=CC(C)(C)N3)cc1,16%,i,-6,.,.,i,2.8,1.2,6.4,-1.7%,-0.25,-0.17,0.055,-0.0011,-49,607,5%
COc1cccc(NC(=O)c2ccc(-c3ccccc3[N+](=O)[O-])o2)c1,4%,i,15,-1,1141,i,2.7,2.8,2.9,-0.2%,-0.3,-0.13,-0.24,-1,13,675,10%
CC(=O)c1ccccc1NS(C)(=O)=O,1%,i,7,0.65,1106,i,4.1,3.5,5.5,1.6%,-0.61,-0.3,0.11,0.3,-6,640,8%
O=C(NCc1ccc2c(c1)OCO2)C1CC(=O)N(c2ccc(O)cc2)C1 (centres undefined),-4%,i,0,-0.82,1272,i,4.2,1.9,1.3,-1.7%,-0.42,-0.11,-0.12,0.13,-6,724,2%
O=C(Nc1nnc(CCc2ccccc2)s1)c1ccco1,3%,i,27,1.2,1230,i,5.5,4.3,6.1,0.6%,1.1,-0.26,0.62,-0.7,3,750,5%
O=C(N/N=C\c1c(O)ccc2ccccc12)c1ccc(S(=O)(=O)N2CCCCC2)cc1,4%,i,17,-1.1,854,i,3.2,14,7.8,-1.4%,1.6,4.9,1.3,-0.19,-18,537,-4%
Cc1c(C#N)c(NC(=O)CCl)n(Cc2ccccc2)c1C,-1%,i,9,-1.2,791,i,11*,8.3*,1.3*,-0.8%,-2.9,0.22,-1.5,0.26,3,692,6%
CCOC(=O)C1CCN(Cc2ccc(F)cc2F)CC1,-2%,i,4,-0.54,905,i,2.2,1.7,3.7,-3.0%,2.7,-0.21,1.2,-0.87,-2,802,-4%
Cc1ccc2c(c1)NC(=O)C(CC(=O)NCCCN1CCCCC1C)O2 (centres undefined),17%,i,-1,0.22,1006,i,2.7,4.3,6.6,0.2%,-0.29,-0.17,0.05,0.31,.,.,9%
Cc1ccc(S(=O)(=O)N2CCN(C(=O)C3COc4ccccc4O3)CC2)cc1C (centres undefined),-3%,i,14,0.11,1484,i,3.1,2.0,10,-0.9%,0.16,-0.43,0.01,-0.058,.,.,0%
COC(=O)c1cnn(-c2ccccc2)c1/C=N/NC(=S)Nc1ccc(Cl)cc1,5%,.,.,-0.78,986,i,.,.,.,.,-0.3,-0.19,0.17,0.37,-14,691,5%
COC(C)(C)[C@]12CC(O)(C(C)C)ON1[C@H]1CCCCC1N2O (some centres undefined),-6%,i,7,0.12,830,i,1.7,1.2,1.3,0.2%,-1.5,-0.2,-0.63,0.77,-4,814,7%
O=C(Cn1c(=O)c2ccccc2n(CC(=O)N2CCCCC2)c1=O)N1CCCCC1,12%,.,.,0.14,1028,i,.,.,.,.,-0.91,-0.22,-0.054,1.8,-1,664,12%
CN1C(=O)/C(=C/c2ccc(-c3ccccc3[N+](=O)[O-])o2)SC1=Nc1ccc(Cl)c(C(=O)O)c1,6.2µM*,i,-9,-0.98,1461,i,4.2,1.3,5.7,-0.7%,1.8,-0.27,0.43,-0.064,0,656,16µM*
O=C(Nc1cnn(Cc2ccc(F)cc2)c1)c1noc2c1CCCC2,4%,i,17,-0.14,1201,i,1.2,1.3,4.9,-0.2%,-0.47,-0.23,0.54,-0.71,28,763,-3%
O=C(NC1CCCCC1)N1CCN(c2ncccn2)CC1,-4%,i,-8,-0.32,1003,i,1.3,2.0,9.9,-0.7%,0.96,0.079,0.54,-1.5,22,768,1%
O=C(O)CSc1nc(-c2ccc(Cl)cc2)nc2c1oc1ccccc12,35µM*,i,10,0.01,1238,i,5.9,1.7,8.1,-3.4%,-0.96,0.1,0.11,0.51,2,733,83µM*
Cc1sc(NC(=O)c2ccc(=O)n(C)n2)nc1-c1ccccc1,0%,i,5,-0.35,549,i,3.4,1.9,7.7,.,-0.54,-0.3,-0.14,0.32,19,695,4%
CC(C)Oc1nc(-c2ccc(Cl)cc2)nc2ccccc12,-7%,.,.,-0.17,976,i,.,.,.,.,-0.6,0.14,0.19,0.77,-1,741,-3%
CCN(CC)c1ccc(-n2cc3c(=O)n(C)c(=O)n(C)c3c2)cc1,-8%,i,6,0.28,1206,i,3.8,2.1,2.8,0.6%,0.59,-0.17,0.83,-0.25,-3,737,13%
COc1ccc(/C(O)=C2/C(=O)C(=O)N(CCN(C)C)C2c2ccc(C)cc2)cc1Cl (centres undefined),4%,i,12,.,.,i,2.6,1.3,10,-1.0%,1.4,0.3,0.7,-1.4,.,.,2%
Cc1ccccc1Cn1c(=O)c2c(nc3n2CCCN3Cc2ccccc2)n(C)c1=O,.,i,8,.,.,i,2.1,0.2,24,.,0.052,-0.22,0.16,-1.1,.,.,.
COc1cc(/C=C(/C#N)c2nc3ccccc3c(=O)[nH]2)ccc1O,-7%,i,5,0.06,1242,i,1.8,1.6,0.8,-4.0%,0.48,-0.13,0.32,0.19,3,647,12%
C=CCOc1ccc2c(c1)c(=O)cc(C(=O)O)n2CC,12%,.,.,-0.13,1474,i,.,.,.,.,0.15,-0.25,0.043,0.12,-6,722,2%
COc1ccc(NC(=O)c2nc[nH]c2C(=O)N2CCN(c3ccccc3)CC2)cc1,2%,.,.,-0.64,1050,i,.,.,.,.,-0.36,-0.78,-0.26,0.65,-28,727,0%
CCOc1ccc(CCNC(=O)c2[nH]c(C)c(C(C)=O)c2CC)cc1OCC,-4%,i,28,-0.21,1304,i,3.7,2.6,7.2,-0.6%,-0.33,-0.3,-0.18,0.56,16,764,6%
COc1ccc(NC(=O)CSC2=C(C#N)C(c3ccco3)C(C(=O)Nc3nc4ccccc4s3)=C(C)N2)cc1 (centres undefined),.,i,-5,.,.,i,0.7,0.5,11,.,-0.52,0.27,-0.09,-0.24,.,.,.
CC1=C(C(=O)OCC2CCCO2)C(c2ccc(Cl)c(Cl)c2)NC(=O)N1 (centres undefined),1%,i,10,1.1,1475,i,3.0,1.5,5.5,-0.9%,0.74,-0.27,0.83,0.29,57*,664*,20%
O=c1[nH]nc(-c2ccc(F)cc2)cc1Cc1cccs1,11%,.,.,-0.38,1095,i,.,.,.,.,-0.82,-0.24,0.22,-0.33,-10,666,-3%
N#Cc1ccc(OCC(=O)n2cc(C(=O)c3cc(Cl)cc(Cl)c3O)cn2)cc1,-14%,.,.,-0.39,1000,i,.,.,.,.,0.11,-0.77,-0.27,-0.52,-5,726,3%
CC(C)NC(=O)NC(=O)COC(=O)c1cccc(OC(F)F)c1,0%,i,-7,0.56,1140,i,5.2,3.0,9.7,.,-1.3,-0.31,-0.3,0.65,6,729,7%
O=C(CCn1c(=O)oc2ccccc21)Nc1cccc(Cl)c1,3%,i,-2,1.5,1307,i,3.9,2.7,7.3,1.9%,0.045,-0.21,0.23,0.1,-4,720,7%
COc1ccccc1NC(=O)c1ccccc1-c1nc(-c2ccccc2OC)no1,6%,i,9,0.45,1938,i,3.0,1.8,4.0,-3.6%,-0.63,-0.28,-0.58,0.22,-3,704,4%

Compound activity: PubChem, several laboratories

Rows were taken by chance; 3.5% or so of the library scored in one or more.
